Screens: PubChem BioAssay, National Center for Advancing Translational Sciences (NCATS)
Lipid storage S3 – qHTS Assay for Lipid Storage Modulators in Drosophila S3 Cells; Drosophila S3 cells, BODIPY lipid droplet fluorescence, 18-24 h; cells fed with added oleic acid; lipid storage change, negative = inhibition, % at the top dose, mostly 46.1 µM; hits show Potency in µM; 0.64% of 320,000 active; AID 2685; active means well fitted inhibition curve with a large enough effect in the signal ratio, with a control signal flat, not every such curve was filed as active; inconclusive means small, poorly fitted or top-dose-only effect, or effect the other way, or a change in a side signal; the % refers to the signal ratio
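Laser-scanning cytometry quantifies lipid droplet accumulation (500–530 nm total intensity; droplet/cell object ratio) in oleic acid-fed (400 uM added) Drosophila S3 cells treated with a concentration series. 20 uM Triacsin C defined 100% inhibition.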
Lipid storage S3 cell count max – further read-out of Lipid storage S3, marked with its call; cell number change, %; measured here: cell count max response;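 cells counted by Cell Tracker Red CMTPX staining in the red channel; peak over a dose series mostly up to 46.1 µM; percent activity relative to internal control wells on each plate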
* marks the source's active call; other numbers are inactive results; i = inactive; ? = inconclusive; · = no result given; [ ] = another dose, or the depositor's remark. On the % scale 0 is the no-effect control and ±100 the full control effect; potency means the concentration at half of the fitted maximal effect. Some of the compounds tested. The share of hits here may be higher or lower than overall.

SMILES	Lipid storage S3	Lipid storage S3 cell count max
O=C(O)/C=C/C(=O)c1ccc2c(c1)CCc1ccccc1-2	?	·
COc1ccc(C2NC(=S)NC(C)=C2C(=O)c2ccccc2)cc1OC (stereo unspecified)	18.5%	8.3
Cc1cccc(C(=O)N[C@H](C(=O)OCC(=O)NC2CCS(=O)(=O)C2)C(C)C)c1 (stereo partly specified)	?	·
Cc1ccc(S(=O)(=O)CCc2nnc(NC(=O)COc3cccc(C)c3)s2)cc1	0.5%	-8.0
Cc1ccnc2nc(C(=O)OCC(=O)c3ccc(Cl)cc3)nn12	-21.9%	6.3
COc1ccc(C(=O)Nc2cc3c4c(c2)C(C)C(=O)N4CCC3)cc1OC (stereo unspecified)	-24.5%[0.0737 µM]	-4.4
CSCC[C@H](NC(=O)OC(C)(C)C)c1nnc(SCc2ccccc2)o1	?	·
CN(Cc1ccccc1)c1nc2c(c(=O)[nH]c(=O)n2C)n1CCCSc1ncccn1	?	·
CC1CCN(CC(=O)N2CCN(c3ccccc3)CC2)CC1	?	·
COc1cccc(OCc2nnc3n2N=C(c2ccccc2)C(CC(=O)O)S3)c1 (stereo unspecified)	?	·
Cc1ccc(S(=O)(=O)Nc2ccc3c(c2)nc(C)n3C)cc1	13.1%	-4.3
O=C(NCCc1ccccc1)c1cccc(Br)c1	8.5%	10.8
CCCCCn1c(=O)[nH]c2cc(C(=O)NCCN3C(C)CCCC3C)ccc2c1=O (stereo unspecified)	i	15.3
CC(C)NC(=O)N(Cc1ccccc1)Cc1cccs1	10.8%	-4.9
O=C(c1cccc(F)c1)N1CCCC(C(=O)N2CCCCC2)C1 (stereo unspecified)	i	-4.2
Cc1ccccc1-n1c(=O)c2c(n3cnnc13)-c1ccccc1CC21CCCCC1	-2.8%	·
C1CCC(NC2=NCCC2)CC1	?	·
Cc1ccc(-n2ncc3c(NNC(=O)c4cccs4)ncnc32)cc1	-0.6%	-7.3
CC1CCCN(C(=S)NCCc2ccccc2)C1 (stereo unspecified)	-0.5%	·
COC(=O)c1oc2c(c1C)C(=O)CCC2	-6.5%	6.6
CCN(C(=O)COC(=O)c1cc([N+](=O)[O-])ccc1N1CCOCC1)C1CCS(=O)(=O)C1 (stereo unspecified)	5.5%	7.2
O=C(Nc1ccccn1)c1ccc2c(c1)OCO2	?	·
CC1CN(S(=O)(=O)c2ccc(C(=O)Nc3sc4c(c3C(N)=O)CCN(C)C4)cc2)CC(C)O1 (stereo unspecified)	-7.8%	-18.6
CCOC(=O)c1ccc(CNC(=O)c2cc(C(C)(C)C)oc2C)o1	?	·
COCC(=O)Nc1nnc(COc2ccccc2)s1	?	·
CCNC(=O)CSc1nnc(CN2CCCCCC2=O)n1-c1ccccn1	?	·
Cc1ccn(CCC(=O)O)n1	-5.4%	-8.9
Cc1cccc(N2CCN(C(=O)CCCn3c(=S)[nH]c4cc5c(cc4c3=O)OCO5)CC2)c1C	?	·
CC(C)C[C@H](NC(=O)Nc1cccc(Br)c1)C(=O)O	?	·
N#Cc1ccccc1S(=O)(=O)N1CCN(CC(=O)NC(=O)NC2CCCCC2)CC1	-6.7%	-2.5
CS(=O)(=O)c1nc(-c2ccccc2)cc(C(F)(F)F)n1	?	·
CCN(CC)S(=O)(=O)c1ccc(N2CCOCC2)c(NC(=O)c2cc([N+](=O)[O-])ccc2Cl)c1	3.6%	·
COc1ccc(CCNC(=O)C23CCC(C)(C(=O)O2)C3(C)C)cc1OC (stereo unspecified)	?	·
COc1ccc(-c2csc3ncnc(N4CCN(c5ccccc5O)CC4)c23)cc1	?	·
CN1CCCN(C(=O)C2CCC(C(=O)N3CCCN(C)CC3)CC2)CC1 (stereo unspecified)	?	·
Cn1c(=O)[nH]c(=O)c2c1nc(SCC(N)=O)n2Cc1cccc(Br)c1	?	·
O=C(COc1ccccc1)N=C1SC2CS(=O)(=O)CC2N1c1ccc(F)cc1 (stereo unspecified)	i	-8.0
O=C(CCSCc1ccc(Cl)cc1)NCc1cccs1	?	·
COc1ccc(Cc2nc3ccccc3n2CC(=O)N/N=C/c2ccccc2)cc1OC	10.5%	0.6
COc1cc(OC)cc(C(=O)Nc2cc(C)nn2-c2ccccc2)c1	?	·
CC(=O)Oc1ccc(OC(C)=O)c(SCCCCCN2CCOCC2)c1	6.1%	-6.6
COc1cc2c(c(OC)c1OC)C(=O)CC2	14.6%	0.5
C=CCOc1ccc(/C(O)=C2/C(=O)C(=O)N(CCN3CCOCC3)C2c2ccc(C)cc2)cc1 (stereo unspecified)	-6.5%	-8.8
Cc1ccc(NC(=O)c2ccc(S(=O)(=O)NCc3ccco3)cc2)nc1	19.4%	22.0
CCOc1ccc(NC(=O)CSc2nc3ccccc3c(=O)n2CCCC(=O)N2CCCC2)cc1	-15.7%	-13.8
COc1c(F)c(F)c(C(=O)Nc2ccc(NC(=O)Cc3ccccc3)cc2)c(F)c1F	-12.9%	-5.1
CC(C)Oc1ccc(/C(O)=C2/C(=O)C(=O)N(CCN3CCNCC3)C2c2cccc([N+](=O)[O-])c2)cc1 (stereo unspecified)	24.5%	10.1
C#Cc1ccc([C@@H]2C=C(C(=O)NCc3ccccc3)O[C@H](OCc3ccc(CO)cc3)C2)cc1	1.9%	4.6
COc1ccc(C(C#N)N2N=C(C)CC2c2ccccc2)cc1 (stereo unspecified)	-1.9%	6.6
COc1ccc(C(=O)N(CN2CCCC2=O)c2ccccc2OC)cc1OC	?	·
Continued.
SMILES	Lipid storage S3	Lipid storage S3 cell count max
Cc1ccc(Oc2nc(-c3cccnc3)nc3ccccc23)c([N+](=O)[O-])n1	6.3%	-2.2
O=C(O)c1ccc(N2C(=O)CC(SC(=Nc3ccccc3)Nc3ccccc3)C2=O)cc1 (stereo unspecified)	-0.6%	-11.7
Cc1cc(NC(=O)CCSc2nc(-c3ccco3)cc(C(F)(F)F)n2)no1	?	·
C=CCSc1nnc(NC(=O)CN2C(=O)NC3(CCCC3)C2=O)s1	-17.7%	-2.2
Cc1nc(N2CCN(Cc3ccccc3)CC2)[nH]c(=O)c1C	2.2%	9.2
CC(C)(C)c1ccc(-n2ncc3c2CCCC3NC(=O)CN2CCOC2=O)cc1 (stereo unspecified)	?	·
O=C(CN1CCN(S(=O)(=O)c2ccc(Br)cc2)CC1)N/N=C/c1cc([N+](=O)[O-])ccc1Cl	?	·
Cn1c(=O)[nH]c(=O)c2c1nc(NC1CCCCC1)n2CCO	-13.6%	-10.1
CCc1ccc(C(=O)NCc2cccs2)s1	i	14.9
COc1cc(/C=N/NC(=O)CCn2nc(C)cc2C)ccc1O	-3.9%	·
COc1cc(NC(=O)c2ccc(N3CC4CC(C3)c3cccc(=O)n3C4)c(NC(=O)c3ccncc3)c2)cc(OC)c1OC (stereo unspecified)	?	·
COc1ccc(Cc2nnc(Nc3ccccc3OC)[nH]c2=O)cc1	-1.1%	-17.1
O=C(CSc1n[nH]c(=O)n1C1CC1)NCc1ccccc1Cl	?	·
CCC1CN(C(=O)N2CCC(C(=O)NCc3ccc(F)cc3)CC2)c2ccccc2O1 (stereo unspecified)	?	·
N#C/C(=C\c1ccccc1)C(=O)Nc1cc(S(=O)(=O)N2CCOCC2)ccc1N1CCCC1	?	·
CCn1c(/C=C/c2ccc([N+](=O)[O-])o2)nc2ccccc2c1=O	?	·
CC(C)(C)OC(=O)N1CCC[C@H]1C(=O)N/N=C/c1cccc2nccnc12	16.8%	-0.6
COc1ccc(C2(c3ccc(OC)cc3)NC(=O)N(Cn3nnc4ccccc4c3=O)C2=O)cc1	22.9%	-15.3
CCC1(C)CC(c2csc(N)n2)CCO1 (stereo unspecified)	?	·
Fc1ccccc1Cc1noc(CN2CCCC(CN3CCOCC3)C2)n1 (stereo unspecified)	?	·
C=CCNC(=O)c1cnc(-c2ccccc2)nc1-c1ccccc1	8.2%	7.0
C#CCNC(=O)c1cccn1-c1ncc(C(F)(F)F)cc1Cl	?	·
O=C(Nc1ccc(Cl)c(S(=O)(=O)N2CCOCC2)c1)C1CCC1	?	·
CCN(CC)C1CCN(C(=O)CCn2nnnc2CN2CCOCC2)C1 (stereo unspecified)	1.4%	20.5
O=C(CSc1nc(-c2ccccc2)cs1)Nc1ccccc1[N+](=O)[O-]	?	·
CCN(CC)CCNC(=O)C1c2ccccc2Oc2ccccc21	-28.5%	·
CCCCn1nc2cc(C(=O)NCc3ccc4c(c3)OCO4)ccc2c1OCC	i	·
O=c1c(O)cccc2cc(O)c(O)c(O)c12	-6.4%	-3.4
Cc1cnc(CN(C)Cc2nc(Cc3cccc(C(F)(F)F)c3)no2)[nH]1	7.1%	-16.0
CCc1cccc(NC(=O)C2CCN(S(=O)(=O)c3ccc4c(c3)CC(C)N4C(C)=O)CC2)c1 (stereo unspecified)	?	·
CC(C)(C)c1nc(SCC(=O)Nc2ccc(N3CCOCC3)cc2)c2ccccc2n1	?	·
COCCNC(=O)c1ccc(CSCc2cccc(Cl)c2)o1	11.7%	7.6
CC(C)(C)N(Cc1ccccc1)C(=O)CCc1ccccc1	?	·
Cc1cc(C)cc(NC(=O)c2cccc(NC(=O)C3C4CC5OC(=O)C3C5C4)c2)c1 (stereo unspecified)	i	24.8
CSCC(C)N1CCC(n2nccc2NC(=O)CCc2ccccc2)CC1 (stereo unspecified)	-0.8%	·
O=C(COc1ccc(F)cc1)N(c1ccccn1)C1CCCCC1	?	·
COC(=O)N/N=C(\C)c1ccc(Br)cc1	?	·
C=C(C)CNC(=S)NNC(=O)CCn1c2ccccc2c2ccccc21	?	·
Oc1ccc(-c2csc(-c3c[nH]c4ccccc34)n2)c(O)c1	?	·
Cn1c(SCc2nc3ccccc3s2)nnc1-c1cccs1	?	·
N#C/C(=C/c1ccc(-c2ccc(C(=O)O)c(Cl)c2)o1)C(=O)NCC1CCCO1 (stereo unspecified)	?	·
O=C(c1ccc2c(=O)n3c(nc2c1)CCCCC3)N1CCN(c2ccccc2F)CC1	15.4%	0.3
Cc1cccn2c(=O)nc(SCC(=O)c3ccc(Cl)cc3)nc12	?	·
COCCNC(=O)c1cc(-c2ccccc2)n(Cc2cc(C)no2)n1	?	·
COC(=O)c1ccccc1NC(=O)CNC(=O)c1ccco1	-7.2%	6.0
CC(C)(C)c1ccc(/C=C(\C#N)C(=O)Nc2ccccn2)cc1	20.5%	9.6
COc1ccc(C)cc1NC(=O)N1CCCc2ccccc21	4.2%	-10.5
C=CCn1c(CNC(=O)c2ccco2)nnc1SCC(=O)c1ccc(F)cc1	?	·
CCOc1ccccc1NC(=O)COC(=O)c1cc[n+]([O-])cc1	0.5%	4.3
CC1CCc2nn(CC(=O)NCc3ccco3)cc2C1 (stereo unspecified)	8.4%	-0.1
Next part.
SMILES	Lipid storage S3	Lipid storage S3 cell count max
O=C(/C=C/c1ccco1)N1CCN(S(=O)(=O)c2cccs2)CC1	-4.5%	20.9
COc1ccc(/C=N\NC(=O)c2ccc(-c3ccccc3)cc2)c(OC)c1OC	?	·
Cc1ccc(C(=O)N/C(=C/c2ccc(-c3cc(C(F)(F)F)ccc3Cl)o2)C(=O)NCc2cccnc2)cc1	?	·
CC(C)(C)c1ccc(-n2ncc3c2CCCC3NC(=O)CCCn2cncn2)cc1 (stereo unspecified)	8.9%	14.9
CCN(CC)S(=O)(=O)c1cccc(NC(=O)c2ccc(SC)cc2OC)c1	24.1%	22.2
Cc1ccc(OCc2cc(C(=O)NC(C)Cc3cnccn3)no2)cc1C (stereo unspecified)	i	·
COc1ccccc1OCCNC(=O)C(=O)c1c[nH]c2ccccc12	-3.8%	-5.8
CCC(=O)Nc1ccc(N2CCN(C(=O)c3ccccc3C)CC2)cc1	?	·
COc1ccc(/C=C/C(=O)O)cc1S(=O)(=O)N1CCCc2ccccc21	?	·
COc1ccc(OCC(=O)NNC(=O)Cc2coc3cc(OC)ccc23)cc1	?	·
COc1cc(N2CCCC2)ccc1C=O	?	·
CC1(C)CC(=O)N(c2cc(Cl)cc(Cl)c2)C(=O)C1	-0.2%	10.7
CC1CCCCC1NC(=O)COC(=O)c1ccc2c(c1)OCCO2 (stereo unspecified)	?	·
Cc1cc(C)cc(N2CC(C(=O)Nc3cc(C)on3)CC2=O)c1 (stereo unspecified)	-6.6%	-9.0
O=C(O)CCCC(=O)OCc1c(-c2ccccc2)ncc2ccccc12	8.2%	2.9
O=C(CSc1nn(-c2ccccc2)c(=S)s1)Nc1ncccn1	?	·
